Assay outcomes (PubChem)
NTMT1 inhibitor = Primary qHTS for Inhibitors of N-terminal methyltransferase 1 (NTMT1): MTaseGlo Assay | NTMT1 MTase-Glo SAH luminescence, purified enzyme | Potency, µM (doses to about 114 µM), for inactives: at the highest dose activity change, negative = inhibition, hits mostly inhibitors | 2.5% of 59,000 active;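 further: potency means the concentration at half of the fitted maximal effect; plate controls were DMSO vehicle for no effect and no enzyme for full effect; nearly all actives have a fitted effect of over 65% in size; many of its hits are not listed in these tables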
Target sequence (Q9BV86 whole entry, looked up): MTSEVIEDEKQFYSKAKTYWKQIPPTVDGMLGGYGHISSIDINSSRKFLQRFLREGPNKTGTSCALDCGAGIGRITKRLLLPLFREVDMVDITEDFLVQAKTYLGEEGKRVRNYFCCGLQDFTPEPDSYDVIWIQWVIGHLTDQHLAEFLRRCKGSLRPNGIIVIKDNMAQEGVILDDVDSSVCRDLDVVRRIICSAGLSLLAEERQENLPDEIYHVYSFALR
GALK inh = qHTS Assay for Inhibitors of Human Galactokinase (GALK): NCGC Sytravon Library Screen; P51570; recombinant GALK, Kinase-Glo ATP luminescence, 1 h; Potency, µM (highest dose often 57.5 µM), for the others: top-dose activity, negative = inhibition, hits mostly inhibitors; 44,000 tested, under 10 active; AID 1347072, 2019;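 further: plate controls were full GALK reaction for no effect and reaction lacking GALK for full effect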
Target sequence (P51570 whole entry, looked up): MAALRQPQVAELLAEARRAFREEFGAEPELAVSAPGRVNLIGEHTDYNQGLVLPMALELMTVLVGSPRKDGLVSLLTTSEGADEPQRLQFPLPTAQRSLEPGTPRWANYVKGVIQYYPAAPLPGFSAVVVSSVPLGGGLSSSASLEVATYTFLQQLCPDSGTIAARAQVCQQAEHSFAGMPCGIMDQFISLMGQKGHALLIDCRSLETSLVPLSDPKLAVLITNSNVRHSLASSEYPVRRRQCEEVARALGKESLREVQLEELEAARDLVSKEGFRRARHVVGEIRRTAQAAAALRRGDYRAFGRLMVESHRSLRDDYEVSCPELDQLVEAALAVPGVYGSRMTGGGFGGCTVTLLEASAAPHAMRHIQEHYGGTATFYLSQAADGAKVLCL
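Luminescent ATP-depletion readout (Kinase-Glo Plus) after 1 h room-temperature incubation of human GALK (5 nM) with galactose 100 µM and ATP 35 µM, pH 8.0 HEPES/Mg2+ buffer; compounds tested in qHTS format.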
p53null 39C kill = qHTS Screen for Compounds that Selectively Target Cancer Cells with p53 Mutations: Cytotoxicity of p53 Null Cells at the Nonpermissive Temperature; H1299 p53-null (neo) cells, 39C, ATPlite viability, 24 h; Potency, µM (doses to about 46.1 µM), for inactives: at the top dose activity, negative = cell killing, hits mostly cytotoxic; 0.97% of 55,000 active;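 further: potency means the concentration at half of the fitted maximal effect; 0% = DMSO only and -100% = full killing by 100 µM tamoxifen; nearly all actives have a fitted effect of over 50% in size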
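Luminescent ATP signal reported cell survival after H1299 lines (neo, p53 null; or p53 A138V) received up to 46 uM compound and 24 hr incubation at 39C.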
B2AR arrestin ag = qHTS assay of beta-arrestin-biased ligands of beta2-adrenergic receptor: NCGC Sytravon Library Screen; Beta-2 adrenergic receptor (Homo sapiens), P07550; 44,000 tested, under 10 active; Potency, µM (highest dose often 46.1 µM), inactives show at the top dose activation, actives largely listed as activators; HTLA Tango cells, beta-arrestin recruitment, luciferase luminescence, 18 h; AID 1347077, 2019;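 further: potency means the concentration at half of the fitted maximal effect; 0% = DMSO and full agonism = EC100 isoproterenol or metaproterenol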
Target sequence (P07550 whole entry, looked up): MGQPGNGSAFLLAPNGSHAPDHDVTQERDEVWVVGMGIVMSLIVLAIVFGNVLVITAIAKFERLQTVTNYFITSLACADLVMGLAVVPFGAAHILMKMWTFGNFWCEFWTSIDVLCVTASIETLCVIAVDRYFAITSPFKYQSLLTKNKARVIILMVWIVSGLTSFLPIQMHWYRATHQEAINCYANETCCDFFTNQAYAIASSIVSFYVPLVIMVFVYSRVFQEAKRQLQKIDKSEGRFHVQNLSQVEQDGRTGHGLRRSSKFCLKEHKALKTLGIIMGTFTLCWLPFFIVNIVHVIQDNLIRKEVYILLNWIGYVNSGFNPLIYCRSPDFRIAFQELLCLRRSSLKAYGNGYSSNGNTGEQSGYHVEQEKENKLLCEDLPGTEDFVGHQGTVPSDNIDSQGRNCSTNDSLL
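Tango cells (recombinant beta2-AR, beta-arrestin, tTA-driven luciferase), 1500/well in DMEM 1% FBS, treated 18 h at 37 °C with compounds up to 46 µM; luciferin mix added, luminescence read after 15 min; %activity curves fitted and curve-classed.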
FH mod = Identification of activators of human fumarate hydratase by quantitative high-throughput screening; 0.22% of 54,000 active; AID 1347055, 2019; Potency, µM (series often up to 79.9 µM), without a hit: at the top dose activity change, negative = inhibition, hits mostly inhibitors; FH coupled MDH/diaphorase resazurin fluorescence, 15 min; further: potency means the concentration at half of the fitted maximal effect; on the % scale 0 is the no-effect control and ±100 the full control effect; the screen sought activators but most active calls are inhibition curves; nearly all actives have a fitted effect of over 45% in size
p53null 32C kill = qHTS Screen for Compounds that Selectively Target Cancer Cells with p53 Mutations: Cytotoxicity of p53 Null Cells at the Permissive Temperature | H1299-neo p53 null cells, ATP luminescence, 24 h, 32C | Potency, µM (highest dose often 46.1 µM), without a hit: top-dose activity change, negative = cytotoxicity, most hits filed as cytotoxic | 0.62% of 55,000 active;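 further: potency means the concentration at half of the fitted maximal effect; 0% = DMSO only and -100% = full killing by 100 µM tamoxifen; nearly all actives have a fitted effect of over 55% in size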
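Luminescent ATP readout gave cell viability of p53-null H1299-neo cells after a 24 h compound exposure at the permissive 32C. Titrations ran up to 46 uM, and AC50s were fitted with the standard Hill equation.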
PTAP-TSG101 blk = qHTS Validation Assay for Inhibitors of HIV-1 Budding by Blocking the Interaction of PTAP/TSG101: Sytravon Library Screen; AID 1347069, 2019; Tumor susceptibility gene 101 protein (Homo sapiens), Q99816; Potency, µM (doses to about 115 µM), inactives show top-dose activity change, negative = inhibition, actives largely listed as inhibitors; 44,000 tested, under 10 active; Fluorescence polarization, FITC-PTAP peptide/Tsg101, 20 min; further: potency means the concentration at half of the fitted maximal effect; 0% is about no effect
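Fluorescence polarization binding of Tsg101 binding domain (10 uM final) to FITC-labeled PTAP-motif peptide (50 nM final) in HEPES pH 7.5/NaCl/Tween 20/EDTA/TCEP buffer; 20 min at r.t. Actives by curve class, <25 µM, efficacy <60% inhibition.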
The depositor's hits bear a star; ? = inconclusive; . = not tested or not shown; [ ] = another dose, or the depositor's remark. The call rests on the fitted dose curve; in most records, active means well fitted curve in the direction sought with a large enough effect; inconclusive means small, poorly fitted or top-dose-only effect, or another doubt; inactive means no such curve, though single readings can be large; an effect the other way counts as inactive or inconclusive. Only part of the results is shown. The share of hits here may be higher or lower than overall.

1) O=C(Nc1ccccc1Cl)c1cc2c(-c3ccccc3)nn(-c3ccccc3)c2s1
2) COc1ccc(OC)c(NC(=O)CN(C)S(=O)(=O)c2ccc3[nH]c4c(c3c2)CCCC4)c1
3) COc1ccccc1CNC(=O)c1ccc2c(c1)sc1nc(-c3ccc(F)cc3)cn12
4) N#Cc1ccccc1S(=O)(=O)N1CCC(Oc2ccc(-n3cnnn3)cc2)CC1
5) NS(=O)(=O)c1ccc(NC(=O)CSc2ccc3ccccc3n2)cc1
6) COc1ccc(C)cc1NC(=O)c1nnn(Cc2cccc(Br)c2)c1N
7) COc1ccc(N(CC(=O)NCCc2ccccc2)S(=O)(=O)c2ccc(OC)c(OC)c2)cc1
8) COc1ccc(S(=O)(=O)n2nc(C)c(S(=O)(=O)N3CCCCC3)c2C)cc1
Assay by compound	1	2	3	4	5	6	7	8
NTMT1 inhibitor	21%	-14%	14%	12%	3%	4%	-4%	13%
GALK inh	5%	1%	2%	2%	-2%	-2%	-1%	3%
p53null 39C kill	-20%	-29%	-6%	1%	-14%	-21%	-15%	-2%
B2AR arrestin ag	0%	0%	0%	-1%	0%	1%	1%	2%
FH mod	-5%	?	-6%	10%	-5%	-2%	-8%	-13%
p53null 32C kill	4%	1%	-1%	13%	1%	5%	3%	-2%
PTAP-TSG101 blk	-2%	0%	-4%	-3%	-4%	-7%	-26%	0%

9) COC(=O)CCN(c1ccccc1)S(=O)(=O)c1cc(-c2cc(C)no2)ccc1OC
10) COc1ccccc1CCNC(=O)C(=O)NCC(c1ccco1)S(=O)(=O)c1cccs1 (configuration not stated)
11) Cc1ccc(-c2ccc(=O)n(C(C)C(=O)Nc3ccccc3Cl)n2)cc1C (configuration not stated)
12) COc1ccc(Nc2cc(C(=O)NCCCN(C)c3ccccc3)c3ccccc3n2)c(OC)c1
13) COCCCNC(=O)CN1C(=O)COc2ccc(S(=O)(=O)N3CCCC3)cc21
14) CCc1cccc(NC(c2nnc(-c3ccccc3)o2)c2ccc(F)cc2Cl)c1 (configuration not stated)
15) CCOc1ccccc1CNC(=O)c1nc(-c2ccc(Cl)cc2)n2c1CCCCC2
16) COc1ccccc1CNC(=O)CS(=O)(=O)c1cccc2nsnc12
Assay by compound	9	10	11	12	13	14	15	16
NTMT1 inhibitor	19%	-7%	0%	17%	2%	10%	.	21%
GALK inh	-1%	1%	4%	4%	-14%	1%	2%	-1%
p53null 39C kill	5%	-6%	?	31%[activator]	-11%	42%[activator]	-11%	17%
B2AR arrestin ag	0%	-2%	0%	-2%	1%	2%	2%	0%
FH mod	4%	15%	-22%	?	2%	-19%	.	8%
p53null 32C kill	-11%	0%	-4%	-4%	-3%	19%	-3%	-2%
PTAP-TSG101 blk	3%	-2%	-1%	-1%	0%	-2%	0%	-5%

17) COc1ccc(CNC(=O)c2cnc(N3CCCC3)nc2C)c(OC)c1
18) Cc1c(CCC(=O)NCc2ccc(F)cc2)c(=O)oc2cc(O)ccc12
19) CCN(CC)CCCNC(=O)c1oc2c(c1C)-c1nn(Cc3ccc(Cl)cc3)cc1CC2
20) CN(C)S(=O)(=O)N(CC(=O)NCCSCc1ccccc1)c1ccccc1
21) COC(=O)c1cc(Cl)ccc1NC(=O)CSc1ncc(S(=O)(=O)c2ccc(Br)cc2)c(=O)[nH]1
22) Cc1nc2c(C(=O)NCc3ccccc3)cnn2c(C)c1Cc1ccc(F)cc1
23) COc1cc(NC(=O)Nc2nnc(N3CCCCCC3)s2)cc(OC)c1
24) COc1ccc(CCNC(=O)CN2C(=O)COc3ccc(S(=O)(=O)N4CCCCCC4)cc32)cc1OC
Assay by compound	17	18	19	20	21	22	23	24
NTMT1 inhibitor	15%	.	?	-5%	79µM*	?	18%	11%
GALK inh	3%	3%	2%	3%	-11%	0%	0%	-2%
p53null 39C kill	-4%	-18%	-8%	-17%	19%	27%	-13%	-4%
B2AR arrestin ag	0%	0%	0%	1%	0%	1%	-1%	-1%
FH mod	1%	.	0%	-2%	?	?	-10%	-6%
p53null 32C kill	-2%	0%	15%	1%	1%	-6%	-1%	-1%
PTAP-TSG101 blk	-5%	-1%	-1%	0%	-23%	0%	-1%	0%

25) Cc1ccc(-n2ncc3c(NCCCc4ccccc4)ncnc32)cc1C
26) CCOc1ccc(Cn2nnc3c(=O)[nH]c(C4CCN(C(=O)c5ccccc5)CC4)nc32)cc1
27) COC(=O)c1ccccc1NC(=O)Cn1c(=O)n(CCCC(=O)NCCc2ccc(OC)c(OC)c2)c(=O)c2ccccc21
28) CCOC(=O)c1c(C)sc(-c2c(-c3cccc(Cl)c3)[nH]c3c2c(=O)n(C)c(=O)n3C)c1O
29) O=C(Cn1ncc2c3ccccc3n(Cc3ccccc3)c2c1=O)Nc1ccccc1C(F)(F)F
30) CCOC(=O)c1cccc(NS(=O)(=O)c2cc3c(cc2C)NC(=O)CO3)c1
31) CC(C)c1ccc(C2=NC(c3ccncc3)=Nc3ccc(F)cc3N2)cc1
32) COc1cccc(NC(=O)c2oc3ccc(S(=O)(=O)N4CCC5(CC4)OCCO5)cc3c2C)c1
Assay by compound	25	26	27	28	29	30	31	32
NTMT1 inhibitor	7%	5%	3%	-15%	0%	10%	-14%	?
GALK inh	1%	0%	-3%	-1%	-4%	2%	-5%	0%
p53null 39C kill	6%	4%	12%	-12%	-26%	-16%	-20%	-6%
B2AR arrestin ag	0%	0%	-1%	-2%	-4%	1%	0%	-1%
FH mod	-7%	-3%	-1%	-6%	-1%	-29%	-13%	-21%
p53null 32C kill	-6%	-1%	5%	-4%	-13%	6%	-4%	13%
PTAP-TSG101 blk	1%	2%	-5%	49%[activator]	3%	2%	4%	1%

In the list so far, these contain an NH in an aromatic ring:
2) COc1ccc(OC)c(NC(=O)CN(C)S(=O)(=O)c2ccc3[nH]c4c(c3c2)CCCC4)c1
21) COC(=O)c1cc(Cl)ccc1NC(=O)CSc1ncc(S(=O)(=O)c2ccc(Br)cc2)c(=O)[nH]1
26) CCOc1ccc(Cn2nnc3c(=O)[nH]c(C4CCN(C(=O)c5ccccc5)CC4)nc32)cc1
28) CCOC(=O)c1c(C)sc(-c2c(-c3cccc(Cl)c3)[nH]c3c2c(=O)n(C)c(=O)n3C)c1O
Assay by compound	2	21	26	28
NTMT1 inhibitor	-14%	79µM*	5%	-15%
GALK inh	1%	-11%	0%	-1%
p53null 39C kill	-29%	19%	4%	-12%
B2AR arrestin ag	0%	0%	0%	-2%
FH mod	?	?	-3%	-6%
p53null 32C kill	1%	1%	-1%	-4%
PTAP-TSG101 blk	0%	-23%	2%	49%[activator]

(list continues)
33) CCCNC(=O)c1ccc2c(c1)ncn2-c1ccc(C)cc1C
34) Cc1oc(-c2ccc(Cl)cc2)nc1Cn1c(=O)cc(-c2ccccc2)c2c(C)nn(C)c21
35) O=C(Cn1c(=O)nc(-c2ccccc2)c2cc(Cl)ccc21)NCCc1ccc(Cl)cc1
36) COc1ccc(NC(=O)CSc2ncc(-c3ccc(Cl)cc3)[nH]2)cc1OC
37) COc1ccccc1CNC(=O)C1CCN(S(=O)(=O)c2c(C)noc2/C=C/c2cccs2)CC1
38) COc1ccc(-c2cc(C(=O)Nc3c(C)n(C)n(-c4ccccc4)c3=O)no2)cc1OC
39) CCOC(=O)c1ccc(CN(Cc2ccccc2)S(=O)(=O)c2ccc(C)cc2)cc1
40) c1ccc(-c2cc(-c3ccccc3)c3c(n2)-c2ccccc2OC3)cc1
Assay by compound	33	34	35	36	37	38	39	40
NTMT1 inhibitor	-3%	?	-1%	-18%	9%	.	-9%	9%
GALK inh	-1%	-1%	6%	1%	0%	-1%	1%	0%
p53null 39C kill	9%	-3%	-22%	-28%	10%	-24%	15%	.
B2AR arrestin ag	0%	6%	1%	0%	1%	0%	1%	0%
FH mod	-8%	3%	-10%	?	-11%	.	-15%	-3%
p53null 32C kill	-1%	-3%	-1%	-1%	-6%	1%	-6%	.
PTAP-TSG101 blk	-8%	0%	-3%	-4%	10%	-5%	-12%	3%

41) COc1cccc(CNCCSc2nnnn2C)c1OCc1ccc(F)cc1
42) CCCCSc1nnc2n(-c3cccc(C)c3)c(=O)c3c4c(sc3n12)CCCC4
43) O=C(Cn1c(=O)n(CCc2ccccc2)c(=O)c2cccnc21)Nc1ccc(F)cc1
44) CCOC(=O)CCC(=O)Nc1nnc2n1CCS2
45) CCn1c(=NC(=O)c2ccc(S(=O)(=O)N3CCCC3)cc2)sc2cc(Br)ccc21
46) Cc1ccc(NC(=O)CN(C)S(=O)(=O)c2ccc3c(c2)n(C)c(=O)c(=O)n3C)c(C)c1
47) CCCc1ccc(OCc2ccc(C(=O)Nc3ccccc3C(=O)OC)o2)cc1
48) COc1cccc(CNC(=O)CSC2=Nc3ccccc3C3=NC(C)C(=O)N23)c1OC (configuration not stated)
Assay by compound	41	42	43	44	45	46	47	48
NTMT1 inhibitor	-2%	-4%	-1%	-7%	12%	-8%	-5%	-4%
GALK inh	?	0%	-11%	2%	0%	-2%	3%	4%
p53null 39C kill	-24%	-11%	5%	1%	.	-3%	-25%	-20%
B2AR arrestin ag	1%	1%	0%	0%	-2%	0%	0%	-1%
FH mod	3%	-7%	-19%	5%	4%	-1%	-22%	-21%
p53null 32C kill	10%	5%	-3%	1%	.	-6%	-9%	9%
PTAP-TSG101 blk	-5%	0%	-14%	-12%	-10%	-5%	-1%	0%

49) COCCNC(=O)CSc1nc2cc3c(cc2c(=O)n1CCCCCC(=O)NCCc1ccc(OC)c(OC)c1)OCO3
50) COc1ccc(CN2COc3ccc4c(C)cc(=O)oc4c3C2)cc1
51) Cc1ccc(NC(=O)Nc2ccc3nc(N4CCN(C)CC4)cc(C)c3c2)cc1C
52) Cc1ccc(NC(=O)CC2Sc3ccccc3NC2=O)c(C)c1 (configuration not stated)
53) COc1ccccc1N1CCN(C(=O)CSc2n[nH]c(-c3ccccc3Cl)n2)CC1
Assay by compound	49	50	51	52	53
NTMT1 inhibitor	6%	2%	89µM*	3%	7%
GALK inh	3%	2%	2%	2%	3%
p53null 39C kill	1%	9%	?	-7%	5%
B2AR arrestin ag	-2%	0%	0%	-2%	0%
FH mod	5%	-3%	1%	-9%	-10%
p53null 32C kill	-2%	1%	?	0%	0%
PTAP-TSG101 blk	-2%	1%	3%	-1%	3%
